TSHR antagonist = blocks TSH signaling through the human TSH receptor | AID 504810 | P16473 | 330,000 tested, 0.2% active | TSHR-expressing cells, TSH-stimulated cAMP HTRF, 2 h; active compounds read low | activity change, negative = inhibition, % at 11.5 µM;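 active means activity change below a set negative limit, meaning inhibition stronger than a set level, cut at about -70% in these data; inconclusive means activity change between two set negative limits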; further: on the % scale 0 is the no-effect control and ±100 the full control effect
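Freshly harvested TSHR cells receive pin-tooled compound, then EC80 TSH at 4nM final. After 2 hours at 37 deg C, antibody in lysis buffer and cAMP-d2 are added; 30 minutes at ambient temperature precede the HTRF read.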
FBPA coupling cs = coupling enzyme interference in Giardia aldolase counter-screen; coupling enzyme system counterscreen, AmpLite Red fluorescence; activity change, negative = inhibition, % at 58.2 µM, hits read low; 290,000 tested, 0.67% active; AID 2472; in the data active means activity change below about -30%; further: on the % scale 0 is the no-effect control and ±100 the full control effect
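Fluorescence at 525 nm excitation and 598 nm emission measured inhibition of the coupled detection system without aldolase. Compounds (at 57.5 uM final) were preincubated 10 min at room temperature with coupling enzyme reagent before a 20 min substrate/AmpLite Red step.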
BCR signal inh = inhibitors of chronic active B-cell receptor signaling; ABC-DLBCL IkBa-CBG/CBR reporter, luminescence ratio, 4 h; Potency, µM (highest dose often 46.1 µM), for inactives: at the highest dose ratio change, negative = lower green/red ratio, actives largely listed as inhibitors; 340,000 tested, 0.05% active; AID 493014; active means well fitted inhibition curve with a large enough effect in the signal ratio, with a control signal flat, not every such curve was filed as active; inconclusive means small, poorly fitted or top-dose-only effect, or effect the other way, or a change in a side signal; the % refers to the signal ratio;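 further: potency means the concentration at half of the fitted maximal effect; plate controls were basal doxycycline-induced cells for no effect and cells given 10 µM MG132 for full effect; MG132 reads +100%, hits lower the ratio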
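Concentration-response series (up to 46 uM) were applied to TMD8 dual-reporter cells for 4 h at 37C with doxycycline. Green/red ratio, after filter-overlap correction, defined %Activity; red signal alone was normalised to basal cells and zero luminescence.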
TCR act = activates T cell receptor signaling. primary human leukocytes, anti-CD3, IL-2 HTRF, 48 h. Potency, µM (titrated, usually from 9.22 µM), inactives show at the top dose activation of IL-2 secretion, hits mostly activators. 330,000 tested, under 10 active. AID 504894; further: % of control where 0% means no effect
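Primary human leukocytes were stimulated with a-CD3 beads plus compounds for 48 hr without co-stimulation; secreted IL-2 was quantified by HTRF using a-IL-2-K (europium cryptate) and a-IL-2-d2, excited at 320nm with acceptor emission read at 665nm.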
GALK inh = inhibitors of human galactokinase; Potency, µM (series often up to 57.5 µM), inactives show top-dose activity change, negative = inhibition, actives largely listed as inhibitors; 270,000 tested, 0.007% active; P51570; AID 1868; Purified GALK, Kinase-Glo residual ATP luminescence; further: potency means the concentration at half of the fitted maximal effect; on the % scale 0 is the no-effect control and ±100 the full control effect
Target sequence (P51570 whole entry, looked up): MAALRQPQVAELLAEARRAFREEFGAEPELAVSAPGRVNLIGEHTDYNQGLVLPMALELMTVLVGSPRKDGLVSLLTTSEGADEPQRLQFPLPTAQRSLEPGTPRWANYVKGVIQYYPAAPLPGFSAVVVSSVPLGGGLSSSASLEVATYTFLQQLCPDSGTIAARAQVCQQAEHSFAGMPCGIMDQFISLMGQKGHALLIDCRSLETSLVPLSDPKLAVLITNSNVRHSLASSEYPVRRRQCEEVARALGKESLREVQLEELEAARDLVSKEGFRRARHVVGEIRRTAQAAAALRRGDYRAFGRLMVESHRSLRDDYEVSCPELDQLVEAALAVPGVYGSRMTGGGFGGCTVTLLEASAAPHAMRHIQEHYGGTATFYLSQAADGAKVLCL
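ATP-depletion format; final 35 uM ATP, 100 uM D-galactose, 5 nM enzyme; pH 8.0 HEPES/Mg2+ buffer; 60 min RT; luminescence read 10 min after detection reagent.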
Giardia kill = kills Giardia lamblia. activity change, % at 7.66 µM, hits read low. 340,000 tested, 0.15% active. Giardia lamblia trophozoite viability; in the data active means activity change below about -80%; inconclusive means between about -30% and that limit;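 further: parasites exposed to compound for two days anaerobically before the ATP read; on the % scale 0 is the no-effect control and ±100 the full control effect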
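Luminescent ATP signal served as the viability read-out, measured 15-30 min after adding ATP detection reagent to trophozoites that had been incubated with compounds for 48 hrs at 37 deg C anaerobically at 100 cells/well.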
Tb PFK block = T. brucei PFK enzyme inhibition. O15648. T. brucei PFK, ADP-Glo luminescence. Potency, µM (doses to about 57.5 µM), inactives show top-dose activity, negative = inhibition, most hits filed as inhibitors. 330,000 tested, 0.17% active;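 further: potency means the concentration at half of the fitted maximal effect; 0% = uninhibited 1x PFK enzyme wells and -100% = no-enzyme wells; nearly all actives have a fitted effect of over 60% in size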
Target sequence (O15648 whole entry, looked up): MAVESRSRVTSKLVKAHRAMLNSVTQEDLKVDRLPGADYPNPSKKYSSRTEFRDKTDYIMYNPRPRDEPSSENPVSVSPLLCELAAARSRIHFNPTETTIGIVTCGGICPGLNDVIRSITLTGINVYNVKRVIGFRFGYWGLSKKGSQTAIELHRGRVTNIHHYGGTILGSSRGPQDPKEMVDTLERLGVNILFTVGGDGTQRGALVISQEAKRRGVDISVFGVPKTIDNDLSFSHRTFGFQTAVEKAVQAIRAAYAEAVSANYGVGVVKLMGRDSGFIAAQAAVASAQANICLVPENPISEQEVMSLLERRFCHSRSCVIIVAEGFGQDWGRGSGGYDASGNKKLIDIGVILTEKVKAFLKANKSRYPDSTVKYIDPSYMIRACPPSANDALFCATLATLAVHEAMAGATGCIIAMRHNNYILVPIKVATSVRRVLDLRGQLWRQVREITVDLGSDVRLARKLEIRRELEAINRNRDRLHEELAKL
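Compounds were pin-transferred as a titration series up to 57 uM into substrate buffer (0.5 mM F6P, 0.1 mM ATP, pH 8.0), then 1.25 nM PFK was added and reactions ran 45 min before ADP-Glo detection.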
CXXC DNA block = blocks binding of human MLL CXXC domain to DNA. Q03164. MLL-CXXC / FITC-HOXA9 DNA fluorescence polarization. Potency, µM (doses to about 115 µM), for the others: at the top dose activity change, negative = inhibition, actives largely listed as inhibitors. 290,000 tested, 0.037% active. AID 2662; active means well fitted inhibition curve with a large enough effect in the polarisation, with a control signal flat, not every such curve was filed as active; inconclusive means small, poorly fitted or top-dose-only effect, or effect the other way, or a change in a side signal; inactive means no such curve, though single readings can be large or run the other way; the % refers to the polarisation; further: potency means the concentration at half of the fitted maximal effect
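Purified MLL-CXXC (added from a 7 uM solution) was preincubated 5 min at ambient with pinned compounds in 50 mM Tris-HCl pH 7.5, 50 mM NaCl, 1 mM DTT, 0.05% BSA. Fluorescein-labeled HOX-A9 DNA (50 nM solution) followed, 30 min, then polarization read.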
KCNH2 WT inh = inhibitors of human wildtype KCNH2 potassium channel. Q12809. activity change, % at 1.84 µM. U2OS, BacMam KCNH2, thallium flux FluxOr; active compounds read low. AID 720551. 340,000 tested, 0.37% active;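 active means maximum activity change below -70%; inconclusive means maximum activity change between -70% and -50%; inactive means maximum activity change above -50%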; further: on the % scale 0 is the no-effect control and ±100 the full control effect
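U2OS cells were transduced with wild-type KCNH2 virus (2.03 x 10^8 / mL) for 4 h at room temperature, then cultured overnight at 37 C. Thallium flux was read with FluxOr dye. Rate constants were normalized to DMSO controls.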
A-T KAP1 phos = potential ataxia-telangiectasia treatment. 320,000 tested, 0.19% active. AID 485349. Potency, µM (series often up to 57.5 µM), inactives show at the highest dose activation, hits mostly activators. […] A-T fibroblasts, KAP-1 phosphorylation AlphaLISA; neocarzinostatin DNA damage 30 min before lysis; further: potency means the concentration at half of the fitted maximal effect; % of control where 0% means no effect; nearly all actives have a fitted effect of over 45% in size
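hTERT-immortalized A-T patient fibroblasts ([…]), 500 cells/well in OPTI-MEM, 1% FBS, got compounds for 60 min, then NCS for 30 min at 37C. Lysates were then assayed for phospho-KAP-1 by AlphaLISA (anti-pKAP1 donor, anti-KAP1 acceptor beads), 6 hr at 25C.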
An asterisk follows results filed as active; u = inconclusive; x = no result given; [ ] = another dose, or the depositor's remark. Unless noted, the call rests on the fitted dose curve; in most records, active means well fitted curve in the direction sought with a large enough effect; inconclusive means small, poorly fitted or top-dose-only effect, or another doubt; inactive means no such curve, though single readings can be large; an effect the other way counts as inactive or inconclusive. Compounds were not picked by outcome (roughly 1.6% active in at least one column).

SMILES | TSHR antagonist | FBPA coupling cs | BCR signal inh | TCR act | GALK inh | Giardia kill | Tb PFK block | CXXC DNA block | KCNH2 WT inh | A-T KAP1 phos
CCC(CO)NCc1ccc(OC2CCCC2)cc1 (stereo not drawn) | 28 | -1 | -14% | -1%[46.1 µM] | -5% | 4 | -3% | 1% | -1 | -11%
CC(C)(CO)NS(=O)(=O)c1ccc2c(c1)C(=O)c1cc(S(=O)(=O)NC(C)(C)CO)ccc1-2 | 1 | 7 | -1% | 3% | 3% | -24 | -4% | 10% | 1 | 13%
N=c1c(C(=O)NCC2CCCO2)cc2c(=O)n3ccccc3nc2n1Cc1cccnc1 (stereo not drawn) | 9 | -6 | 1% | 1% | 0% | 12 | -1% | 11% | 28 | 0%
Cc1cc2oc(=O)cc(CN(C)Cc3ccc(OC(F)F)cc3)c2cc1Cl | -6 | 0 | 8% | -7% | -1% | -11 | -1% | -11% | 5 | 11%
C/C(=N\Nc1ccc(C(=O)O)cc1)c1ccc(Cl)s1 | 16 | 1 | x | -1% | x | -10 | 4% | 46%[activator] | 1 | -10%
CC(C)Cc1nnc(NS(=O)(=O)c2ccc([N+](=O)[O-])cc2)s1 | -13 | 5 | 5% | x | -1% | -1 | 1% | -20% | 0 | -1%
O=C(/C=C/c1ccc2c(c1)OCO2)c1ccco1 | 8 | 4 | u | -3%[46.1 µM] | -5% | -4 | -10% | 18% | -7 | 1%
OC(CNCc1ccco1)Cn1c2ccc(Br)cc2c2cc(Br)ccc21 (stereo not drawn) | 3 | 2 | 10% | x | -1% | -3 | 6% | u | -98* | -2%
CC(=O)c1cccc(NC(=O)[C@@H](NC(N)=O)C(C)C)c1 | 6 | 1 | -1% | 3% | 4% | 14 | 0% | -4% | 2 | -2%
CCCn1c(NC(=O)CN2C(=O)NC3(CCCC3)C2=O)nc2ccccc21 | 15 | x | 2% | 4% | x | 10 | 0% | x | 1 | -4%
O=C(Cn1cnc2c(nnn2Cc2ccc(F)cc2)c1=O)NCc1ccc2c(c1)OCO2 | 0 | 2 | -2% | -6%[46.1 µM] | 1% | 32[activator] | -16% | 1% | 1 | 1%
COc1ccc(N2C(=O)CC(N3CCN(c4ccccc4)CC3)C2=O)cc1 (stereo not drawn) | 9 | 0 | 0% | -2% | 5% | -12 | 0% | 4% | 4 | 0%
Cn1c(SCC(=O)N(C2CCCCC2)C2CCCCC2)nnc1-c1cccs1 | -10 | -1 | u | 6% | -2% | 1 | -8% | 2% | 4 | 2%
COCCCNC(=O)C(F)(F)C(F)(F)C(=O)NCCCOC | 6 | 2 | -2% | 2% | 3% | -7 | -5% | 0% | -1 | 2%
Cc1ccc(S(=O)(=O)N2CCN(C3CC(=O)N(c4ccc(F)cc4)C3=O)CC2)cc1C (stereo not drawn) | -3 | x | 0% | x | x | 7 | 4% | x | -9 | -2%
COc1ccc2c(c1)Cc1sc(NC(=O)c3ccco3)nc1-2 | 10 | x | u | 5% | -1% | -3 | 4% | -1% | 0 | 2%
O=C(Cn1cnnn1)OCC(=O)c1ccc(Cl)s1 | -10 | 0 | 0% | -2% | 4% | 9 | 4% | 8% | -10 | -1%
O=C(CCn1c(=O)c2ccccc2n(CC(=O)NCCC2=CCCCC2)c1=O)NCc1ccco1 | 5 | -1 | 9% | 0% | 2% | 7 | -5% | 7% | 3 | -8%
O=C1/C(=C/c2ccccc2F)SC(=S)N1CC(=O)N1CCCCC1c1cccnc1 (stereo not drawn) | 6 | x | u | 3% | 1% | -10 | -5% | -3% | -12 | -16%
COc1cc(Cl)ccc1OCc1cc(C(=O)N2CC[C@@H]3CCCC[C@H]3C2)no1 | -11 | 1 | 12% | 1% | 4% | -14 | -1% | -2% | 20 | -3%
O=C(O)c1cc(NC(=S)NC(=O)C(c2ccccc2)c2ccccc2)ccc1Cl | -14 | 16 | 2% | x | -3% | -4 | -1% | -10% | -33 | -4%
CC1CCCC(C)N1C(=O)COC(=O)c1ccc(Br)c(S(=O)(=O)N2CCOCC2)c1 (stereo not drawn) | 4 | x | -5% | -2%[46.1 µM] | x | -19 | -1% | x | 2 | 21%
COc1ccccc1N1CC(C(=O)Nc2nnc(SC)s2)CC1=O (stereo not drawn) | -4 | x | -1% | 4% | 4% | 14 | 1% | 19% | 8 | 1%
Cc1nc(-c2ccccc2)sc1-c1nc(-c2ccccc2)ncc1S(=O)(=O)c1ccccc1 | 106 | -6 | 6% | -2% | -2% | 4 | 0% | -7% | -5 | 10%
Cc1ccc(N2C(=O)N(CC(=O)NCc3ccccc3Cl)C(=O)C2C)cc1 (stereo not drawn) | 10 | -1 | -16% | 2% | 7% | -17 | 1% | 0% | -4 | -1%
CN(C)c1ccc(CN(C(=O)COc2ccc(Br)cc2)C2CCS(=O)(=O)C2)cc1 (stereo not drawn) | -6 | -1 | 5% | -2% | 6% | 8 | 1% | 11% | 4 | 0%
CN1C(=O)c2ccccc2Sc2ccc(NC(=O)NC3CC3)cc21 | 2 | 11 | u | 13% | 3% | 12 | 1% | 3% | 22 | 3%
CC(C)(C)c1ccc(N/N=C(\C#N)S(=O)(=O)C(C)(C)C)cc1 | -38 | -2 | 14% | 7% | -2% | 4 | -2% | 3% | 3 | 2%
Cc1ccc(C)c(S(=O)(=O)N2CCCOC2CNC(=O)C(=O)NC2CCCC2)c1 (stereo not drawn) | -10 | x | 4% | -3% | -5% | 16 | 2% | 3% | 7 | -2%
CNc1ncc(C(=O)c2ccc(Cl)c(Cl)c2)s1 | 1 | 3 | -20% | -4% | -2% | 11 | 2% | 8% | 3 | -4%
Cc1cc(NC(=O)C2CCC2)n(-c2ccccn2)n1 | -10 | 4 | 7% | 13% | 3% | -2 | -3% | -5% | -11 | 0%
O=C(Nc1ncn[nH]1)c1ccc(Cl)c(S(=O)(=O)Nc2ccc(Cl)cc2)c1 | -10 | -7 | 1% | 7%[46.1 µM] | 2% | 9 | u | 1% | 4 | -4%
Cc1ccc2cc(CCNC(=O)c3cccc([N+](=O)[O-])c3)c(=O)[nH]c2c1 | -2 | -2 | u | -5% | 0% | -7 | -1% | 16% | x | 0%
C=CCN=C(NC#N)SCC(=O)NCc1ccccc1 | -3 | 3 | u | 4% | 3% | -26 | 1% | 20% | -2 | 12%
Cn1ncc([N+](=O)[O-])c1C(=O)Nc1nc2ccccc2n1CCN1CCCCC1 | 16 | 2 | 3% | -1% | x | 5 | 0% | -3% | 5 | -2%
O=C(Nc1ccccc1)Nc1nc(-c2ccc(F)cc2)cs1 | 0 | 0 | u | -7%[46.1 µM] | 1% | -13 | 6% | -9% | 7 | -14%
CC(NC(=O)CCNS(=O)(=O)c1cccc2nsnc12)c1ccccc1 (stereo not drawn) | -1 | -1 | 8% | 4% | -2% | -15 | 11% | -1% | -3 | -4%
COc1ccc(-n2cc(-c3ccccc3)nc2SC)cc1 | -7 | -1 | u | -2%[46.1 µM] | 1% | 6 | 4% | -9% | 8 | 2%
Cc1cc(N2CCC(C)CC2)nc(-n2nc(C)cc2C)n1 | -5 | -1 | u | 9% | -1% | -7 | -7% | -2% | 6 | 2%
COc1ccc(CCNC(=O)CC2(CC3=NS(=O)(=O)c4ccccc4N3)CCCC2)cc1OC | -6 | x | 5% | 6% | 0% | 6 | 0% | 13% | -3 | 0%
CCOCC(=O)Nc1cccc(NC(C)=O)c1 | -6 | -2 | -4% | -9% | 0% | 1 | -2% | 10% | -3 | -1%
N#Cc1cnn2cc(CCN3CCOCC3)c(-c3ccc(F)cc3)nc12 | -1 | 2 | -2% | 3% | -1% | -13 | 3% | 9% | -3 | -1%
Cc1sc2ncn(CC(=O)NCc3ccccn3)c(=O)c2c1S(=O)(=O)N1CCOCC1 | 2 | 3 | 8% | -2%[46.1 µM] | -5% | 1 | -2% | 7% | -10 | 10%
COc1cccc(C(=O)Nc2cc(C(=O)NCc3ccc(C)cc3)ccc2N2CCC3(CC2)CC(c2ccccc2)=NO3)c1 | 22 | -1 | -1% | 2% | x | -1 | 1% | 18% | -5 | -9%
COc1ccc(S(=O)(=O)N(Cc2ccccc2)c2ccccc2C(=O)O)cc1 | -5 | 6 | 1% | 1% | -1% | 0 | 1% | -10% | 1 | -2%
N#CC1=C(N)C(C#N)(C#N)C2(CCC3(CC2)OCCO3)C2CC3(CC=C12)OCCO3 (stereo not drawn) | 9 | -3 | 4% | x | 0% | 21 | 1% | 4% | 10 | -1%
Cc1ccc(NC(=O)COC(=O)c2ccc([N+](=O)[O-])s2)c(C)c1 | 24 | 4 | 0% | -1%[46.1 µM] | -3% | -7 | -4% | -5% | -6 | 12%
